OXTR agonist: activates the human oxytocin receptor; 320,000 tested, 0.32% active; AID 2435; activation, % at 3 µM; P30559; CHO-OTR cells, Fluo-8 calcium fluorescence; normalized: DMSO 0%, oxytocin 100%;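 active = activation above the mean of all tested compounds plus 3 SD, cutoff set per screening run, cut at about 20% in these data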;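 also: peak over basal fluorescence ratio from a 100 s FLIPR kinetic read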
Target sequence (P30559 whole entry, looked up): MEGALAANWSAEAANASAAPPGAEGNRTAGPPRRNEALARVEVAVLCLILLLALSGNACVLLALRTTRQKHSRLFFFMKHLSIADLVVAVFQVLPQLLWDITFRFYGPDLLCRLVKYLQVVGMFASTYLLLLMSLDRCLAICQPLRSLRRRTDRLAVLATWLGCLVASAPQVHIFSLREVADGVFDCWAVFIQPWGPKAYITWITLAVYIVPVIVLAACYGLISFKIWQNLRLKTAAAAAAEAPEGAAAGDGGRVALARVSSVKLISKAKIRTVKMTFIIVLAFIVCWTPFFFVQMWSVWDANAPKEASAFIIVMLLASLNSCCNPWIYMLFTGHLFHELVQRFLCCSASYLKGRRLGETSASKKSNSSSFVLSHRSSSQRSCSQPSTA
OXTR potentiator: human OXTR potentiation. P30559. CHO-OTR cells, Fluo-8 calcium fluorescence, potentiator mode; 0% = oxytocin EC15, 100% = EC100. activation, % at 3 µM. 320,000 tested, 0.061% active;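 active = activation above that plate's cutoff, the mean activation of tested compounds plus 3 SD, cut at about 6.6% in these data, passing the limit was not always enough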;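 also: 100% uses oxytocin at 75 nM as the full agonist control; some results filed as inactive read as strong as hits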
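Material: CHO-OTR cells, human receptor; compound dosing: single dose, 3.0 µM nominal final compound concentration; schedule: 6 min compound pre-incubation at room temperature, 100 s kinetic read; measured by: kinetic Fluo-8 calcium fluorescence; read-out basis: % activation vs EC15 and EC100 oxytocin; controls: EC15 oxytocin alone as 0%, 75 nM oxytocin as 100%; replicates: singlicate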
CHO parental Ca: counter-screen: ATP calcium response change in parental CHO cells; 330,000 tested, 0.63% active; parental CHO-K1, ATP-induced calcium, Fluo-8 fluorescence; AID 463079; inhibition, % at 5.6 µM;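 active = inhibition above that plate's mean sample inhibition plus 3 SD, cut at about 26% in these data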;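 also: 0% = ATP-challenged DMSO wells and 100% = DMSO wells without ATP; some compounds past the cut are filed as inactive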
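Test system: untransfected parental CHO cell line; also added: ATP stimulus; dosing: 5.6 µM, single dose; signal: calcium-sensitive Fluo-8 fluorescence; measure: percent inhibition of ATP-evoked calcium rise, normalized to controls; benchmarks: low control ATP plus DMSO, high control DMSO only; replication: one well per compound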
CHO-K1 Ca ag: counter-screen for M1 agonists: effect in parental CHO-K1 cells | Fluo-8 calcium fluorescence; scaled to maximal ATP response, vehicle zero | activation, % at 3 µM | 360,000 tested, 0.48% active | AID 602248; in the data active = activation above about 15%;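 also: untransfected CHO-K1 host cells lacking M1 receptor as counterscreen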
CHO-K1 Ca antag: M1 antagonist counterscreen hit in parental CHO-K1 cells; inhibition, % at 3 µM; 360,000 tested, 0.6% active; ATP-induced calcium, Fluo-8 fluorescence;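 active = inhibition above a per-plate cutoff, the plate's mean sample inhibition plus 3 SD, cut at about 24% in these data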;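 also: 0% = DMSO plus EC80 ATP and 100% = DMSO alone without ATP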
V1aR counter: activates human V1a receptor in oxytocin agonist counter-screen. P37288. CHO-V1R cells, Fluo-8 calcium fluorescence, agonist mode; 0% DMSO, 100% 3 nM vasopressin. activation, % at 3 µM. 320,000 tested, 0.25% active;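 active = activation above the mean activation of all tested compounds plus 3 SD, per screening run, cut at about 20% in these data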;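 also: signal is peak over basal fluorescence ratio across a 100 second FLIPR read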
GPR7 antagonist: blocks human GPR7 receptor signaling; GPR7-expressing cells, fluorescence antagonist assay; inhibition, % at 4.4 µM; 290,000 tested, 1.1% active; AID 1861; in the data active = inhibition above about 16%, passing the limit was not always enough;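 also: cells stimulated with the agonist NPW; 0% = agonist with vehicle and 100% = vehicle without agonist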
Target sequence (P48145 whole entry, looked up): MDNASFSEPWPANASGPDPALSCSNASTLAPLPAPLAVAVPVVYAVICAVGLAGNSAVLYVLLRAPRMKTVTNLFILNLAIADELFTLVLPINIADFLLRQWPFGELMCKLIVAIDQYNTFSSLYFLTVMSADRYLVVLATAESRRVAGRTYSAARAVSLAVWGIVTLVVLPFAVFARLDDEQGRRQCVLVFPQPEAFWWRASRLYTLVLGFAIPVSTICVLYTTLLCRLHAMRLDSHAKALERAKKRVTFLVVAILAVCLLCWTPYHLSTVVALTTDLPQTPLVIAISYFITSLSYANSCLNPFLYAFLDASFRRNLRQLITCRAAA
M1 PAM parental: counter-screen for M1 PAMs: effect in parental CHO-K1 cells; ATP EC20, Fluo-8 calcium fluorescence; 0% at ATP EC20, 100% at ATP max; activation, % at 3 µM; 360,000 tested, 0.02% active;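 active = activation above the run cutoff, the mean activation of all test compounds plus 3 SD, cut at about 40% in these data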;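 also: peak over basal fluorescence ratio in a 140 s read after ATP addition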
TAAR1 antag: human TAAR1 antagonism; CHO RD-HGA16 TAAR1, Fluo-8 calcium fluorescence, antagonist; inhibition, % at 3 µM; Q96RJ0; 360,000 tested, 1.5% active;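 active = inhibition above a per-plate cutoff, the mean inhibition of test compounds on that plate plus 3 SD, cut at about 49% in these data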;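 also: 0% = DMSO plus EC80 beta-PEA response and 100% = DMSO alone without agonist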
Target sequence (Q96RJ0 whole entry, looked up): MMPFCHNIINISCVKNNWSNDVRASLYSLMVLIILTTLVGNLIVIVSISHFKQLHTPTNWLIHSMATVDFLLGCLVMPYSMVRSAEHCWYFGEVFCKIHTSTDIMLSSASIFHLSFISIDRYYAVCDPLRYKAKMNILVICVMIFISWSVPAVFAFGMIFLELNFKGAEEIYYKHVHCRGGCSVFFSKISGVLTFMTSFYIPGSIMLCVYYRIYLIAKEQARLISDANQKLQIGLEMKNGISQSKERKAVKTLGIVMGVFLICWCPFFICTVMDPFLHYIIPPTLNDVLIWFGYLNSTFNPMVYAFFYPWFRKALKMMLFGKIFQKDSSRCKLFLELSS
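Test system: RD-HGA16 CHO cells with stable hTAAR1 and Gα16 / Probe or stimulus: EC80 β-phenethylamine stimulus / Times: seeding 17-24 h prior, 75-min 37 °C, 30-min RT dye loading / Detection: Fluo-8 calcium-sensitive fluorescence / Read-out basis: % inhibition scaled between DMSO and EC80 PEA controls / Repeats: singlicate, one well per test compound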
Active calls of the source: *; x = no result given.

[1] CC(=O)N1CCC(N(CCN2CCOCC2)C(=S)Nc2ccc(C)cc2C)CC1
[2] Cc1ccc2nc(C)c(C(=O)N/N=C/c3cccs3)cc2c1
[3] CCc1noc(C)c1C(=O)N1CCN(S(=O)(=O)c2cccs2)CC1
[4] CCCCn1c(-c2c(Cl)c(C)nn2C)n[nH]c1=S
[5] CCCCC1=CC2=CC(=O)C(C)(OC(=O)CC)C(=O)C2=CN1Cc1ccc(OC)cc1 (stereo not drawn)
[6] NS(=O)(=O)c1ccc(CNC(=O)c2cnccn2)cc1
[7] CC(=O)Nc1ccc(NC(=O)C(C)OC(=O)C2(c3ccc(Cl)cc3)CCCC2)cc1 (stereo not drawn)
[8] c1ccc2c(c1)CCN(c1nc3cc4c(cc3s1)OCO4)C2
Compound	1	2	3	4	5	6	7	8
OXTR agonist	1.7	-1.0	0.0	0.3	-0.5	0.8	3.6	-1.8
OXTR potentiator	-5	-3	-13	-7	-12	-4	-4	-8
CHO parental Ca	7	12	-5	-9	-26	-7	-14	-18
CHO-K1 Ca ag	0.7	4.2	0.8	0.7	-0.4	0.8	4.2	-0.1
CHO-K1 Ca antag	9	8	1	11	11	-14	6	-17
V1aR counter	0.9	1.4	-0.3	0.2	-0.4	0.5	4.1	-1.1
GPR7 antagonist	0	-7	x	8	x	-13	-4	19
M1 PAM parental	-8	4	2	-11	-23	18	-9	20
TAAR1 antag	-10	-13	12	5	3	-2	20	61*

[9] CCOc1cccc(C2/C(=C(/O)c3ccc4c(c3)CC(C)O4)C(=O)C(=O)N2CCN2CCOCC2)c1 (stereo not drawn)
[10] CCOC(=O)N1N=C(C)CC1(O)c1ccc(Cl)cc1 (stereo not drawn)
[11] Cc1ccc(-c2onc3ccc(Br)cc23)cc1
[12] COc1ccc(S(=O)(=O)CCC(=O)Nc2ccc(OC)cc2OC)cc1
[13] Cc1cc(C)c(S(=O)(=O)Nc2ccc[nH]c2=O)c(C)c1
[14] COc1ccc(NC(=O)c2cc3ccccc3o/c2=N\NS(=O)(=O)c2ccc(C)cc2)cc1
[15] CCOC(=O)N1CCN(CC(=O)Nc2cc(OC)c(OC)cc2C#N)CC1
[16] COc1ccccc1CNC(=O)CCn1c(=O)sc2ccccc21
Compound	9	10	11	12	13	14	15	16
OXTR agonist	1.7	-0.1	-1.1	-0.8	0.4	1.0	1.9	-1.5
OXTR potentiator	-1	-7	-6	0	-6	2	-4	-6
CHO parental Ca	-14	-13	-18	-12	-17	-3	6	-15
CHO-K1 Ca ag	1.2	0.4	-0.1	-0.3	3.2	0.5	0.5	0.7
CHO-K1 Ca antag	-7	8	9	-17	-4	-21	-13	-16
V1aR counter	2.9	0.5	0.2	-0.5	0.3	2.4	1.1	-0.4
GPR7 antagonist	-15	-24	-17	-6	-2	-4	-14	10
M1 PAM parental	-18	-8	-6	13	20	13	8	0
TAAR1 antag	-22	11	-25	4	-8	-9	-15	-15

[17] CCN(CC)c1ncnc2c1cnn2Cc1ccc(Cl)cc1
[18] S=C(NCC1CCCO1)Nc1ccccc1Cl (stereo not drawn)
[19] Oc1cccc(-c2nc3ccccc3s2)c1
[20] CCn1c(C)c(C)c2cc(C(=O)NC3CCCCCC3)ccc21
[21] CC(NC(=O)c1ccc(CS(C)(=O)=O)cc1)C1CC2CCC1C2 (stereo not drawn)
[22] CCOC(=O)CCc1c(C)c2ccc3c(c2oc1=O)CN(CCCO)CO3
[23] Cc1ccc(S(=O)(=O)N2CCCN(S(=O)(=O)c3ccc(C(F)(F)F)cc3)CC2)cc1
[24] CCOC(=O)c1ccc(N2C(=O)CC(N3CCC(C(N)=O)(N4CCCCC4)CC3)C2=O)cc1 (stereo not drawn)
Compound	17	18	19	20	21	22	23	24
OXTR agonist	5.0	-0.1	5.7	-1.3	0.7	-0.2	0.0	-0.1
OXTR potentiator	-21	-12	-13	-6	-5	-6	-5	-6
CHO parental Ca	-20	6	5	-5	-7	-9	-2	-7
CHO-K1 Ca ag	6.9	0.1	4.7	-0.5	0.9	1.3	0.1	10
CHO-K1 Ca antag	-3	-6	-11	-3	-10	-13	3	-6
V1aR counter	3.5	0.8	3.3	-1.6	1.3	1.0	-0.5	1.8
GPR7 antagonist	-6	-11	-15	8	-9	-4	-8	-8
M1 PAM parental	18	11	5	-5	21	-2	-2	20
TAAR1 antag	54*	7	13	-40	-6	-10	7	-16

[25] CCCCCCSc1nc(O)c(C2OC(=O)c3c2ccc(OC)c3OC)c(=O)n1CC (stereo not drawn)
[26] Cc1ccc(C)c(S(=O)(=O)N(C)C2(C)CCS(=O)(=O)C2)c1 (stereo not drawn)
[27] CSc1ccc(/C=N/n2c(C)cc(C)cc2=O)cc1
[28] Cc1cccc(-c2c3c(nc4c2c(=O)n(C)c(=O)n4C)-c2ccccc2C3O)c1 (stereo not drawn)
[29] CCOC(=O)C1CCCN(c2c(NCCN(C)Cc3ccccc3)c(=O)c2=O)C1 (stereo not drawn)
[30] Cc1cc(C)nc(NC(=NCc2ccc3c(c2)OCO3)NC(=O)Nc2ccccc2)n1
[31] Cc1c(NCc2nc3ccccc3[nH]2)c(=O)n(-c2ccccc2)n1C
[32] O=C1CCCC2=C1C(c1cccs1)Nc1ccc3ncccc3c12 (stereo not drawn)
Compound	25	26	27	28	29	30	31	32
OXTR agonist	-0.7	-0.3	0.4	0.7	-1.4	0.9	-1.2	-0.7
OXTR potentiator	-7	-6	0	8	-3	-1	-8	-5
CHO parental Ca	-13	-6	7	6	0	-17	-23	-17
CHO-K1 Ca ag	0.0	0.6	0.6	0.7	0.5	-0.1	1.6	1.6
CHO-K1 Ca antag	-6	-10	-9	-21	-12	2	-11	-16
V1aR counter	-0.6	-0.9	0.1	-0.1	0.8	0.4	0.4	-0.8
GPR7 antagonist	9	x	4	x	-3	-17	-8	-7
M1 PAM parental	5	2	5	24	-9	-4	15	8
TAAR1 antag	-14	-4	5	-28	-17	2	-14	14

[33] CC(c1nccs1)N(C)C(=O)CCc1nnc(Cc2c[nH]c3ccccc23)o1 (stereo not drawn)
[34] CN(CCOc1ccccc1)CC(=O)Nc1ccc(Cl)c(S(=O)(=O)N(C)C)c1
[35] Cc1ccc(CN2CC(C(=O)Nc3cccc(S(=O)(=O)N4CCCCC4)c3)CC2=O)cc1 (stereo not drawn)
[36] Cc1ccccc1CN1CCC(n2nccc2NC(=O)CCCc2ccccc2)CC1
[37] COc1ccc(/C=C(/NC(=O)c2ccc(C)cc2)C(=O)N2CCCC2)cc1OC
[38] CCn1cnc2c(NCCc3cccnc3)nc(C#N)nc21
[39] CC(C)c1ccc(NC(=O)c2ccc3snnc3c2)cc1
[40] CCc1c(C)nc2ncnn2c1N1CCN(S(=O)(=O)c2ccc(OC)cc2)CC1
Compound	33	34	35	36	37	38	39	40
OXTR agonist	1.9	0.9	-1.0	3.7	-0.2	0.8	0.8	0.3
OXTR potentiator	10	-7	-8	-21	-2	-4	-11	2
CHO parental Ca	-11	-2	-17	-3	-8	-2	-13	-14
CHO-K1 Ca ag	0.9	3.4	0.3	1.6	0.9	0.5	-0.4	-0.3
CHO-K1 Ca antag	-3	-6	-1	-4	-13	-13	2	13
V1aR counter	4.0	0.8	0.1	8.8	0.0	1.1	3.7	0.7
GPR7 antagonist	-1	-1	13	12	-9	x	-1	-6
M1 PAM parental	11	18	22	20	9	-10	-13	-12
TAAR1 antag	-28	-17	-7	-2	-4	-5	20	-1

[41] Cc1cc(SCC(=O)OCC(=O)NC(C)c2ccccc2)c(C)cc1Br (stereo not drawn)
[42] Cc1ccc(CNC(=O)C2CCN(S(=O)(=O)c3cccc4nonc34)CC2)cc1
[43] Cc1ccc(-c2csc3nnc(SCc4csc(C)n4)n23)cc1
[44] CCOC(=O)Nc1cccc(Nc2ccccc2)c1
[45] Cc1cc(NC(=O)CSc2nc3c(cc2C#N)CCC3)no1
[46] COC(=O)c1ccc2c(=O)n(CC3CCCO3)c(SCC(=O)NCCc3ccc(S(N)(=O)=O)cc3)nc2c1 (stereo not drawn)
[47] CSCC[C@H](NC(=O)C(C)Oc1ccc(Cl)cc1)c1nc2ccccc2[nH]1 (stereo partly drawn)
[48] COc1ccc(Cl)cc1NC(=O)c1cc(-c2ccc(C)cc2O)n[nH]1
Compound	41	42	43	44	45	46	47	48
OXTR agonist	-0.8	-0.8	-0.7	4.9	-0.4	-0.9	0.2	-0.1
OXTR potentiator	-4	-12	6	-17	2	-15	-1	-14
CHO parental Ca	-13	1	-17	3	-3	-16	-12	-8
CHO-K1 Ca ag	1.5	0.4	2.4	1.9	0.7	0.6	4.3	1.3
CHO-K1 Ca antag	-1	-12	-19	-1	-12	-3	-11	-24
V1aR counter	0.6	0.6	-0.8	4.3	0.3	0.4	1.9	-0.2
GPR7 antagonist	2	-5	-5	-10	-12	-9	10	-17
M1 PAM parental	11	13	18	13	6	-11	21	26
TAAR1 antag	6	3	-4	12	-10	-8	4	-5

[49] Cc1ccc(S(=O)(=O)N2CCC(=O)N(C(COCc3ccc(C(F)(F)F)cc3)C(C)C)CC2)cc1 (stereo not drawn)
[50] COc1cccc(C2CC(c3ccccc3)Nc3ncnn32)c1 (stereo not drawn)
[51] Cc1ccc(NC(=O)CSc2nnc(/N=C/N(C)C)s2)cc1
[52] O=C(CN(C(=O)C1CSC(=O)C1)c1ccc(F)cc1)NCc1ccc2c(c1)OCO2 (stereo not drawn)
[53] O=[N+]([O-])c1ccc(S(=O)(=O)NCCN2CCOCC2)cc1
[54] CC(C)(C)c1ccc2c(c1)OC(C(=O)N/N=C/c1ccc([N+](=O)[O-])o1)CO2 (stereo not drawn)
Compound	49	50	51	52	53	54
OXTR agonist	0.2	1.7	0.5	3.0	0.8	6.0
OXTR potentiator	-10	-4	-10	-5	-6	-5
CHO parental Ca	-12	-7	3	-21	8	-2
CHO-K1 Ca ag	3.1	0.6	1.3	3.6	0.2	2.5
CHO-K1 Ca antag	-11	5	-5	-18	-5	-3
V1aR counter	1.2	1.1	0.1	3.5	0.5	5.7
GPR7 antagonist	-16	3	1	0	4	-2
M1 PAM parental	5	5	13	22	14	8
TAAR1 antag	x	13	0	-13	2	-2

Quoted at random: 4 records from the list.
[53] O=[N+]([O-])c1ccc(S(=O)(=O)NCCN2CCOCC2)cc1
[54] CC(C)(C)c1ccc2c(c1)OC(C(=O)N/N=C/c1ccc([N+](=O)[O-])o1)CO2 (stereo not drawn)
[49] Cc1ccc(S(=O)(=O)N2CCC(=O)N(C(COCc3ccc(C(F)(F)F)cc3)C(C)C)CC2)cc1 (stereo not drawn)
[50] COc1cccc(C2CC(c3ccccc3)Nc3ncnn32)c1 (stereo not drawn)
Compound	53	54	49	50
OXTR agonist	0.8	6.0	0.2	1.7
OXTR potentiator	-6	-5	-10	-4
CHO parental Ca	8	-2	-12	-7
CHO-K1 Ca ag	0.2	2.5	3.1	0.6
CHO-K1 Ca antag	-5	-3	-11	5
V1aR counter	0.5	5.7	1.2	1.1
GPR7 antagonist	4	-2	-16	3
M1 PAM parental	14	8	5	5
TAAR1 antag	2	-2	x	13
